# G9a inh: qHTS Assay for Inhibitors of Histone Lysine Methyltransferase G9a; G9a H3K9 monomethylation, AlphaScreen, 2 h; Potency, µM (titrated, usually from 102 µM), inactives show top-dose activity, negative = inhibition, actives largely listed as inhibitors; actives 8.8% (n = 350,000); further: potency means the concentration at half of the fitted maximal effect; on the % scale 0 is the no-effect control and ±100 the full control effect; nearly all actives have a fitted effect of over 75% in size
#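 Step 1: enzyme (final 20 nM) with compound, 15 min RT. Step 2: substrate peptide 500 nM and SAM 20 uM, 2 h RT. Step 3: anti-H3K9me1 antibody and AlphaScreen beads, 10 min, then plate read.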
# ALOX12 inh: Primary qHTS assay for inhibitors of human arachidonate 12S-lipoxygenase (ALOX12): Round 2; Polyunsaturated fatty acid lipoxygenase ALOX12 (Homo sapiens), P18054; purified 12hLO, xylenol orange hydroperoxide absorbance; Potency, µM (series often up to 108 µM), for inactives: at the highest dose activity change, negative = inhibition, most hits filed as inhibitors; actives 1.1% (n = 580,000); AID 1671190, 2021; further: potency means the concentration at half of the fitted maximal effect; on the % scale 0 is the no-effect control and ±100 the full control effect
#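 Hydroperoxide product was detected by ferrous iron/xylenol orange as the 573 to 405 nm absorbance ratio. Arachidonic acid at 40 uM (final) was turned over for 30 min at room temperature by 150 nM human 12hLO, pH 7.0 Hepes buffer, after 15 min compound preincubation.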
# PI4K2A inh: qHTS for small molecular inhibitors of PI4K2A; activity change, negative = inhibition, % at 76.9 µM; purified PI4K2A, ADP-Glo luminescence, 1 h; hits give low values; AID 1346378, 2018; Phosphatidylinositol 4-kinase type 2-alpha (Homo sapiens), Q9BTU6; actives 0.13% (n = 420,000); in the data active means activity change below about -50%; inconclusive means mostly about -30% to -49%;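 further: -100% = wells without enzyme as full effect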
#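 ADP-Glo luminescence measured ADP generated by PI4K2A enzyme (4 ug/mL before mixing) with 1.2 mM PI substrate (pre-mix) and 300 microM ATP (pre-mix). Tris pH7.5 buffer with MgCl2, Triton X-100; 1 h reaction at ambient temperature.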
# RGS4 inh: Inhibitors of Regulator of G Protein Signaling (RGS) 4: qHTS; Regulator of G-protein signaling 4 (Homo sapiens), P49798; Transcreener GDP fluorescence polarization, RGS4-accelerated GTP hydrolysis; Potency, µM (highest dose often 114 µM), without a hit: at the highest dose activity change, negative = inhibition, hits mostly inhibitors; actives 0.039% (n = 390,000); further: potency means the concentration at half of the fitted maximal effect; on the % scale 0 is the no-effect control and ±100 the full control effect; nearly all actives have a fitted effect of over 75% in size; some results filed as inactive show a strong effect at the top dose
#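 MLSMR compounds (23 nl, pin-transferred) preincubated 10 min at room temperature with a 500nM (2x) first reagent, then RGS4 at 900nM (2x) plus Transcreener GDP mix added; fluorescence polarization (620/688 nm) read before and after 90 min at 30 °C.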
# BAZ2B inh: qHTS Assay for Inhibitors of BAZ2B; Bromodomain adjacent to zinc finger domain protein 2B (Homo sapiens), Q9UIF8; AlphaScreen BAZ2B-H3K14Ac peptide displacement; Potency, µM (highest dose often 114 µM), inactives show top-dose activity change, negative = inhibition, hits mostly inhibitors; actives 4.4% (n = 360,000); AID 504333, 2011; further: potency means the concentration at half of the fitted maximal effect; on the % scale 0 is the no-effect control and ±100 the full control effect; nearly all actives have a fitted effect of over 60% in size
#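 Inhibition is scored as reduced AlphaScreen emission. The BAZ2B/b-H3(5-23)K14Ac complex (50 nM each) in PBS pH 7.4, 0.01% Tween-20 meets compound (up to 110 uM) for 30 min at RT before bead addition.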
# HP1b binding inh: HTS for Inhibitors of HP1-beta Chromodomain Interactions with Methylated Histone Tails; Chromobox protein homolog 1 (Homo sapiens), P83916; AlphaScreen HP1-beta / biotin-H3K9me3 peptide binding; Potency, µM (series often up to 114 µM), for the others: at the top dose activity change, negative = inhibition, most hits filed as inhibitors; actives 0.56% (n = 390,000); further: potency means the concentration at half of the fitted maximal effect; nearly all actives have a fitted effect of over 70% in size; inactives centre near 23
#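 HP1-beta protein (50 nM final) preincubated 30 min at room temperature with biotinylated H3(1-18)K9me3 peptide (50 nM) in PBS pH 7.4, 0.01% Tween-20, then compound added for 30 min. AlphaScreen streptavidin donor/nickel chelate acceptor beads (10 ug/mL final), 30 min dark, luminescence read.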
# JMJD2A Tudor: qHTS Assay for Inhibitors of JMJD2A-Tudor Domain; AlphaScreen JMJD2A-Tudor / H3K4me3 peptide binding; Potency, µM (series often up to 114 µM), for the others: top-dose activity change, negative = inhibition, actives largely listed as inhibitors; actives 4.4% (n = 390,000); AID 504339, 2011; further: potency means the concentration at half of the fitted maximal effect; on the % scale 0 is the no-effect control and ±100 the full control effect; nearly all actives have a fitted effect of over 50% in size
# GLS inhibitor: qHTS for Inhibitors of Glutaminase (GLS). actives 0.21% (n = 410,000). Potency, µM (highest dose often 45.5 µM), without a hit: at the highest dose activity change, negative = inhibition, usual class: inhibitors. GLS enzymatic activity, qHTS titration. AID 624170, 2012. Glutaminase kidney isoform, mitochondrial (Homo sapiens), O94925; further: potency means the concentration at half of the fitted maximal effect; on the % scale 0 is the no-effect control and ±100 the full control effect
#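 Assay buffer: 45 mM KH2PO4 pH 8.2, 0.02% Tween-20. hKGA acts on L-glutamine (1 mM solution added); product glutamate is reported by an oxidase/peroxidase Amplex Red coupling, with fluorescence taken at baseline and 30 min.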
# ERG-DNA inh: qHTS for Small Molecule Inhibitors of the ERG Ets/DNA interaction. Potency, µM (top dose mostly 76.9 µM), without a hit: at the highest dose FP activity, negative = inhibition, hits mostly inhibitors. Transcriptional regulator ERG (Homo sapiens), P11308. fluorescence polarization, His-ERG Ets domain / labelled DNA. actives 0.028% (n = 370,000); active means well fitted inhibition curve with a large enough effect in the polarisation, with a control signal flat; inconclusive means small, poorly fitted or top-dose-only effect, or effect the other way, or a change in a side signal; inactive means no such curve, though single readings can be large or run the other way; the % refers to the polarisation;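 further: polarization taken with two DNA probes labelled with fluorescein and Texas red; potency means the concentration at half of the fitted maximal effect; % of control where 0% means no effect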
#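 His-tagged ERG Ets domain (1 uM in the protein solution; 300mM KCl, 50mM Tris-HCl, 1mM EDTA, 1mM DTT, pH 7.5) received compound, then a probe mix of 5 nM fluorescein-DNA and 100nM Texas-615-DNA. Fluorescence polarization was read for both dyes.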
# An asterisk follows results filed as active; i = inactive; u = inconclusive; x = no result given; & = joins results of further samples; [ ] = dose if it differs, or a comment. Unless noted, the call rests on the fitted dose curve; in most records, active means well fitted curve in the direction sought with a large enough effect; inconclusive means small, poorly fitted or top-dose-only effect, or another doubt; inactive means no such curve, though single readings can be large; an effect the other way counts as inactive or inconclusive. A portion of the library. The share of hits here may be higher or lower than overall.
SMILES,G9a inh,ALOX12 inh,PI4K2A inh,RGS4 inh,BAZ2B inh,HP1b binding inh,JMJD2A Tudor,GLS inhibitor,ERG-DNA inh
CC1C(OC(=O)CCC(=O)NC(C)(C)CO)O[C@H]2OC3(C)CC[C@H]4[C@H](C)CCC1C24OO3 (some centres undefined),18.2%,-1.7%,1.4,25.3%,-0.4%,13.9%,-13.0%,2.5%,20.6%
COc1cc2c(c(OC)c1OC)-c1ccc(C(=O)O)cc1[C@@H](NC(C)=O)CC2,x,4.6%,-2.8,2.6%,x,41.8%[activator],-7.0%,0.8%,x
CN1CN(c2ccccc2)C2(CCN(CCCSc3ccccc3NC(=O)/C=C/c3ccccc3)CC2)C1=O,x,u,0.3,-28.4%,x,u,39.8µM*,9.3%,x
O=C(CNC(=O)c1ccc(Br)cc1)NCC(=O)OCC(=O)c1ccc([N+](=O)[O-])cc1,u,u,-3.8,-40.6%,-12.7%,35.4%,-17.2%,9.2%,-4.3%
COc1ccc(OC)c(-n2c(O)c(C=NCCN3CCNCC3)c(=O)[nH]c2=S)c1,-3.6%,i,0.0,20.1%,-12.9%,38.2%,-15.7%,11.7%,8.2%
C[N+]1(C)[C@@H]2CC[C@H]1CC(OC(=O)C(CO)c1ccccc1)C2 (some centres undefined),3.4%[59 µM],-12.3%,3.3&-3.1,-0.8%,-14.7%&8.1%,48.6%[activator],0.0%,-2.4%,u
CN1CCN(c2nc(N)cc(=O)[nH]2)CC1,39.1%[0.501 µM],0.9%,-0.1,19.3%,2.1%,23.1%,-9.9%,5.9%,-0.8%
Cc1ccc(OCC(=O)Nc2ccc(Cl)cc2C(=O)c2ccccc2)cc1C,-30.0%[59 µM],-29.7%,-10.3,-21.4%,1.1%,32.4%,1.0%,-0.7%,0.0%
c1ccc2c(c1)cc1ccc3cccc4ccc2c1c34,x,-9.5%,1.1,-10.5%,x,146.9%[activator],87.7%[activator],2.6%,1.2%
CCOP(=O)(OCC)C(O)c1ccc(N(C)C)cc1 (centres undefined),14.2%[12.7 µM],412.6%[activator],-3.3,-24.0%,1.3%,19.1%,-17.1%,0.0%,-8.8%[15.4 µM]

# Gathered by group, the entries above containing a halogen.
SMILES,G9a inh,ALOX12 inh,PI4K2A inh,RGS4 inh,BAZ2B inh,HP1b binding inh,JMJD2A Tudor,GLS inhibitor,ERG-DNA inh
O=C(CNC(=O)c1ccc(Br)cc1)NCC(=O)OCC(=O)c1ccc([N+](=O)[O-])cc1,u,u,-3.8,-40.6%,-12.7%,35.4%,-17.2%,9.2%,-4.3%
Cc1ccc(OCC(=O)Nc2ccc(Cl)cc2C(=O)c2ccccc2)cc1C,-30.0%[59 µM],-29.7%,-10.3,-21.4%,1.1%,32.4%,1.0%,-0.7%,0.0%

# New compounds follow.
SMILES,G9a inh,ALOX12 inh,PI4K2A inh,RGS4 inh,BAZ2B inh,HP1b binding inh,JMJD2A Tudor,GLS inhibitor,ERG-DNA inh
Cc1ccccc1Nc1c(-c2ccc(Br)cc2O)nc2sccn12,u,-12.0%,-1.3,20.2%,22.4µM*,1.7%,u,5.3%,0.3%
Cc1c(N=Cc2c(O)n(CCc3ccc(F)cc3)c(=O)[nH]c2=O)c(=O)n(-c2ccccc2)n1C,u,5.7%,-1.2,9.4%,2.5%,19.5%,-17.4%,68.8%[activator],x
CCOP(=O)(OCC)C(NC(=O)c1ccc(C)cc1)=C(Cl)Cl,-5.0%,1.6%,3.1,26.4%,4.9%,21.7%,-11.1%,26.0%,-1.1%
CC(C(=O)c1ccc2ccccc2c1)N1CCCCC1 (centres undefined),-34.8%,u,2.5,5.5%,-22.8%,30.2%,-18.6%,1.8%,15.4%
COc1ccc(-n2c(O)c(C=NCCN(C)C)c(=O)[nH]c2=O)cc1,x,33.1%[activator],1.0,1.7%,-7.5%,44.9%[activator],-5.4%,-5.6%,-0.6%
C=C(C)C(=O)Nc1cccc(C2=NOC3(C2)C[C@H](C(N)=O)N(C(=O)/C=C/C)C3)c1 (some centres undefined),u,-17.1%,-25.6,u,7.08µM*,8.91µM*,8.91µM*,-3.4%,-3.9%
Cc1cc(C(C)(C)C)cc(C)c1CC1=NCCN1,-1.8%[59 µM],-14.5%,1.7&-2.9&0.4,-16.4%[56.9 µM],-16.1%,89.1%[activator],-10.3%,-3.5%,5.9%
Cc1cc(Oc2ccc(C(F)(F)F)cc2[N+](=O)[O-])c2c3c(c(=O)oc2c1)CCCC3,-22.2%[59 µM],-15.4%,-1.4,-9.0%,-9.5%,-9.8%,-33.1%,9.1%,1.3%
C#C[C@]1(O)CCC2C3CCC4=C/C(=N/OCC(=O)NC(C)C(=O)NC(CCSC)C(=O)O)CC[C@]4(C)C3CC[C@@]21C (some centres undefined),56.2µM*,-13.3%,-3.0,-38.2%,2.3%,44.7%[activator],-17.1%,-8.5%,9.7%
CC(=O)O[C@H]1C[C@@H]2CC[C@@H]3[C@H](CC[C@@]4(C)[C@H]3C[C@H]([N+]3(C)CCCCC3)[C@@H]4OC(C)=O)[C@@]2(C)C[C@@H]1[N+]1(C)CCCCC1,4.6%[59 µM],19.5%,-0.6&1.4,5.0%[56.9 µM],x,19.8%,-10.8%,2.8%,5.1%
CN(C)c1ccc(C(=O)c2ccc(N(C)C)cc2)cc1,u,22.6%,1.9,14.2%,u,-18.7%,u,49.8%[activator],-9.9%
O=C(C(=O)N1CCOCC1)c1cn(Cc2ccccc2Cl)c2ccccc12,4.6%,4.5%,6.5,18.7%,-1.8%,2.1%[57 µM],-11.5%,0.6%,0.2%
CCc1nc(SC)ncc1C(=O)Nc1ccc(Cl)cc1C(=O)c1ccccc1,-1.1%[59 µM],u,4.3,-15.7%,-1.4%,28.4%,-18.2%,-5.6%,5.9%
COc1cc(-n2c(=S)[nH]c3ccccc3c2=O)c(Cl)cc1Cl,113.0%[activator][59 µM],u,0.4,-27.2%,-22.9%,44.2%[activator],-19.9%,-7.9%,-7.9%
CN(Cc1ccccc1)C(=O)Cn1c(=O)oc2cc(S(=O)(=O)NCc3ccccc3)ccc21,7.8%,-19.4%,-0.1,-17.3%,-2.7%,37.4%[activator],-9.9%,-2.3%,12.6%
NC(N)=Nc1ccc2[nH]c3c(c2c1)C[C@@]1(O)[C@H]2Cc4ccc(O)c5c4[C@@]1(CCN2CC1CC1)C3O5 (some centres undefined),x,-14.4%,-1.1,-2.4%,x,10.3%,-30.3%,35.7%[activator],-12.7%
CCc1nnc(NS(=O)(=O)c2ccc(N=Cc3c(O)n(-c4ccccc4)c(=O)[nH]c3=O)cc2)s1,-36.3%,u,-2.9,-9.7%,x,58.0%[activator],-5.8%,0.6%,2.0%
Cc1nn(Cc2ccccc2)c(C)c1C(=O)OCC(=O)Nc1cccc(S(N)(=O)=O)c1,-10.4%,1.6%,-0.1,-9.7%,-16.4%,8.0%,-21.0%,3.0%,-8.2%
O=C(c1ccc2c(c1)N(Cc1ccc(F)cc1Cl)C(=O)c1ccccc1S2)N1CCC2(CC1)OCCO2,-17.4%[59 µM],u,-5.9,12.9%,-19.0%,10.8%,-35.5%,1.6%,-1.7%
COc1cc(O)cc2c1C(=O)O[C@@H](C)CCCC(=O)CCCCC2,6.7%,5.7%,1.5,10.9%,1.1%,17.7%,-17.7%,3.5%,1.9%
COc1ccc(OC)c(C(O)C2CCCCN2)c1 (centres undefined),x,7.6%,2.5,1.4%,0.4%,30.4%,-15.2%,2.0%,2.3%
COc1cccc(OP(=O)(Nc2ccccc2)Oc2cccc(OC)c2)c1,-7.7%[0.501 µM],x,2.9,39.6%,-11.9%,33.3%,-1.0%,-3.3%,-7.1%
COc1ccc(/C=C2/C(=O)NC(=O)N(c3ccccc3)C2=O)cc1CN1C(=O)c2ccccc2C1=O,-111.3%[59 µM],x,-11.9,u,u,20.0%,-34.8%,-5.0%,-0.1%
O=C1N(c2ccccc2)C(c2cccnc2)N2CCCN12 (centres undefined),-0.9%,-17.5%,-8.9,-28.5%,14.6%,36.4%,2.9%,2.2%,8.1%
CCCCCCCC(=O)NC(Oc1ccccc1[N+](=O)[O-])C(Cl)(Cl)Cl (centres undefined),6.5%,-17.4%[57.4 µM],-1.1,3.6%,6.6%,27.5%,-23.6%,u,x
COC(=O)C1=C(c2ccccc2)C[C@@H]2CC[C@H]1N2C(=O)N1CCOCC1,x,5.6%,-3.1,8.5%,x,20.3%,-12.9%,5.1%,5.6%
CCC(=O)c1ccc(OCC(=O)N2CCN(CC(=O)Nc3ccc(C)cc3)CC2)cc1,x,-7.0%,-4.8,8.3%,x,27.3%,21.2%,-3.4%,-12.8%
